esBAF inh = SWI/SNF esBAF complex inhibition | mouse ES cells, Bmi1-luciferase knock-in reporter, 24 h; 100% = twice the neutral-well signal | reporter increase, % at 12.5 µM | 2% of 350,000 active; in the data active = activation above about 40%; inconclusive = no clear call, values can overlap the other calls;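 note: 0% = median of the plate's neutral control wells and 100% = double that signal; a rise in the Bmi1 reporter signal indicates esBAF inhibition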
RAD52 inh = RAD52 (human) annealing inhibition; 0.46% of 360,000 active; recombinant RAD52 DNA annealing, FRET fluorescence; inhibition, % at 18.7 µM; P43351;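 active = every replicate showing at least 50% inhibition; inconclusive = mean inhibition at least 50% but not in every replicate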
E-selectin induc = E-selectin induction on HUVECs; AID 686992; activation, % at 7.58 µM; 0.37% of 260,000 active; HUVEC E-selectin immunofluorescence imaging; normalized: neutral wells 0, TNF-alpha wells 100;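 active = mean E-selectin-positive cell signal at least 10% of the positive control, reached in at least 60% of replicates, without over 20% cell loss; inconclusive = no rule given, readout overlaps actives, possibly toxicity-flagged; inactive = the rest, including those meeting only one limit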;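 note: in these data hits start at about 27%; measured in HUVEC primary endothelial cells; signal is the percent of cells scored E-selectin positive by PE staining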
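Test system – human umbilical vein endothelial cells (HUVEC), E-selectin induction · Input – 3,000 HUVEC seeded per well · Buffer or medium – EGM-2, gelatin · Compound dosing – single-point compound dose · Detection – immunofluorescence imaging · Measure – percent E-selectin-positive cells · Controls – TNF-alpha high, DMSO low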
ERp5 block = blocks human ERp5 reductase activity on insulin; ERp5 insulin aggregation, absorbance 650 nm, 90 min; 0.05% of 350,000 active; inhibition, % at 9.99 µM;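 active = mean replicate inhibition above about 25%, with every replicate also reaching it, limit read from the data, passing the limit was not always enough; inconclusive = only one of those two criteria met; inactive = neither criterion met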
Target sequence (Q15084 whole entry, looked up): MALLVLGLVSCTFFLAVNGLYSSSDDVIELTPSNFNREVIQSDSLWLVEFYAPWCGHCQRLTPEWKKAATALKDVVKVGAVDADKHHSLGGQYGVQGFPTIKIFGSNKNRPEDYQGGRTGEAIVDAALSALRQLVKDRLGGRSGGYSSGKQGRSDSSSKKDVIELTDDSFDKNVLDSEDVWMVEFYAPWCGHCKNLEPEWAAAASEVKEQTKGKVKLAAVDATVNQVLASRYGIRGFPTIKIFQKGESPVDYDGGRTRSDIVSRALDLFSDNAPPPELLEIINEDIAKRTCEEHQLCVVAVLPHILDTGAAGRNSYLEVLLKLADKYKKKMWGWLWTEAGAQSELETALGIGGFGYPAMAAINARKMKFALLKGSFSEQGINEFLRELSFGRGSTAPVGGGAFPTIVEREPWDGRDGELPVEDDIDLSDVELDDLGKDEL
CASP6 VEID inh = blocks human caspase-6 cleavage activity; purified caspase-6, Z-VEID-R110 cleavage fluorescence; inhibition, % at 12.5 µM; 0.53% of 350,000 active;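 active = mean inhibition across replicates at least about 35%, with every replicate also reaching that limit, limit read from the data; inconclusive = only one of the two criteria met; inactive = neither criterion met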;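 note: 0% = median of neutral control wells and 100% = no fluorescence left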
Target sequence (P55212 24-179 limits assumed): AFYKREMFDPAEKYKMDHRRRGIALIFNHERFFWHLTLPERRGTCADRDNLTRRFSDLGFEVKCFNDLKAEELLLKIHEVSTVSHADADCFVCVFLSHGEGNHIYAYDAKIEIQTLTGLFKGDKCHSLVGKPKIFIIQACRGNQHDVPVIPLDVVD
Target sequence (P55212 194-293 limits assumed): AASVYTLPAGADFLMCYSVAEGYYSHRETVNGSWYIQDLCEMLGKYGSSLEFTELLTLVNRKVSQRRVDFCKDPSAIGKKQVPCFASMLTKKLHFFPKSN
RAD54 inh = inhibitors of human RAD54 branch migration | RAD54 Holliday junction branch migration, FAM/BHQ fluorescence | AID 602329 | inhibition, % at 10.4 µM | 0.14% of 360,000 active;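 active = mean normalized replicate activity at least 40 and at least half of replicates scoring 40 or more; inconclusive = only one of the two criteria met; inactive = mean below 40 and under half of replicates reaching 40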;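 note: 0% = median of neutral control wells and 100% = median of positive control wells; inhibitors cause a drop in the FAM fluorescence signal; in these data hits start at about 50%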
ARNT-TACC3 inh = disrupts binding between human ARNT and TACC3. 0.66% of 390,000 active. AlphaScreen His-ARNT PAS-B/GST-TACC3 binding, luminescence; TACC3 fragment carries E629A point mutation. inhibition, % at 9.99 µM. AID 623870;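 active = mean inhibition of replicates at least 50% and at least half of replicates each reaching 50%; inconclusive = half or more replicates reach 50% but mean below 50%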;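 note: 0% = complete ARNT plus TACC3 wells and 100% = ARNT alone without TACC3; many hits fall short of the cut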
PglD inh = PglD (C. jejuni) enzyme inhibition; purified PglD enzyme, DTNB colorimetric CoA detection; inhibition, % at 12.5 µM; 0.098% of 360,000 active; in the data active = inhibition above about 16%, passing the limit was not always enough; inconclusive = no clear call, values can overlap the other calls; note: strong numbers were not always called active
* = called active by the depositor; ? = inconclusive; . = not tested or not shown; & = joins results of further samples.

SMILES	esBAF inh	RAD52 inh	E-selectin induc	ERp5 block	CASP6 VEID inh	RAD54 inh	ARNT-TACC3 inh	PglD inh
Cc1ccc(S(=O)(=O)N(C)C[C@H]2Oc3c(NS(=O)(=O)c4ccc(Cl)cc4)cccc3C(=O)N([C@H](C)CO)C[C@H]2C)cc1	3	-17	?	1	1	-6	.	-1
CCn1cc([N+](=O)[O-])c(C(=O)N2N=C3/C(=C/c4cccs4)CCCC3C2c2cccs2)n1 (stereo unspecified)	-6	.	.	.	.	-8	-2	1
COc1ccc2[nH]c3c(c2c1)CCN1C(=O)C(CC(=O)NCCN2CCOCC2)C[C@H](C(=O)N2CCCCC2)[C@@]31C (stereo partly specified)	8	-10	-0.2	-2	-4	13	7	-1
Cc1ccc2c(c1)N(C(=O)CCC(=O)NCc1ccccn1)CC(C)O2 (stereo unspecified)	-2	-7	1.3	-1	2	-7	4	-1
CC(NC(=O)C1CCC(CNc2c(N3CCOCC3)c(=O)c2=O)CC1)c1ccccc1 (stereo unspecified)	-3	24	0.0	1	7	-11	32	-1
C[C@H](CO)N1C[C@H](C)[C@H](CN(C)Cc2ccccc2)Oc2ncc(-c3ccccc3)cc2C1=O	7&0	9&4	0.0	2&0	3&0	-2&3	-2&-2	-1&0
COc1ccc(C(=O)COC(=O)[C@H](C)NS(=O)(=O)c2ccc(NC(C)=O)cc2)cc1OC	2	-13	-0.2	7	-1	12	-1	.
O=C(O)c1cccc(N2C(=O)/C(=C/c3ccc([N+](=O)[O-])cc3)C=C2c2ccccc2)c1	0	-27	-0.2	-3	25	-11	2	-4
O=C(Nc1ccc(NC(=S)NC(=O)c2ccco2)cc1)c1ccc(Br)cc1	-13	-20	-0.1	-2	-2	12	.	0
CC1(C)Cc2c(cnn2-c2cccc(F)c2)C(NC(=O)CSc2ccncc2)C1 (stereo unspecified)	5	-11	-0.2	2	0	4	-6	-3
CO[C@@H]1CN(C)C(=O)c2cc(NC(=O)NC(C)C)ccc2OC[C@H](C)N(C)C[C@@H]1C	0	10	0.3	-4	-1	7	1	3
CCC(C)(C)n1nnnc1C(c1ccc(F)cc1)N1CCC(C(N)=O)CC1 (stereo unspecified)	.	8	.	-1	3	.	-16	.
CSc1ccccc1NC(=O)CN(C)Cc1c(O)ccc2ccccc12	-2	9	.	4	-5	9	0	-3
Cc1ccc(OCCCCc2c(C)n[nH]c2C)cc1	2	-10	0.3	5	4	4	11	-14
CCN(CC)C(=O)C1=C(C)N(CCCOC)C(=O)C(CC(=O)NC(c2ccccc2)c2ccccc2)C1 (stereo unspecified)	-7	2	0.0	1	25	-5	.	2
COCC(=O)Nc1ccc2c(c1)C(=O)N(C)C[C@@H](OC)[C@@H](C)CN(Cc1ccccc1F)[C@H](C)CO2	-7	-9	-0.1	9	-1	-4	-5	1
CCCOc1ccc(/C(O)=C2/C(=O)C(=O)N(c3ccccn3)C2c2ccc(OC)cc2)cc1C (stereo unspecified)	-7	-8	-0.5	3	13	-1	3	-4
Cn1c(NC(=O)c2ccccc2)c(-c2cccs2)c(=O)c2ccccc21	-10	.	.	.	.	6	-4	2
CN(C(=O)c1ccccc1Cl)C1CCCCC1	30	.	.	.	.	5	0	-1
O=C(NC[C@H]1[C@@H](c2ccccc2)[C@@H](CO)N1Cc1ccccn1)C1CC1	0	-30	0.4	1	-6	-2	48*	16
C#CC1(NC(=O)N(C)C)CCCCC1	.	-27	.	-3	1	.	8	.
C/C(=C\C(=O)c1ccc(Br)cc1)NCc1ccccc1	?	.	.	.	.	4	-8	5
CN1C(=O)c2cc(NC(=O)c3cccs3)ccc2OC[C@H]2O[C@@H](CC(=O)N3CCOCC3)CC[C@@H]21	1	-6	0.1	.	.	1	.	1
Fc1ccccc1N1CCN(C(c2ccccn2)c2nnnn2C2CCCCC2)CC1 (stereo unspecified)	-6	.	.	.	.	-9	3	-4
CCOC(=O)C1CCN(Cc2cc(=O)oc3cc(C)c(Cl)cc23)CC1	4	-11	0.0	3	0	-8	-4	1
Additional entries follow:
SMILES	esBAF inh	RAD52 inh	E-selectin induc	ERp5 block	CASP6 VEID inh	RAD54 inh	ARNT-TACC3 inh	PglD inh
CC(C)(C)c1ccc(-c2n[nH]c(=S)n2C2CCCC2)cc1	5	.	.	.	.	-1	5	7
COC(=O)C(C)N(C(=O)c1cccc(Cl)c1)c1c(C)cccc1C (stereo unspecified)	1	.	.	.	.	-12	-3	-4
OC[C@@H]1[C@@H](c2ccc(-c3cccnc3)cc2)[C@H]2CN(CC3CCOCC3)CCCCN12	.	11	.	5	3	5	-5	-1
Cc1ccc(Sc2nnc(Cc3ccccc3)c3ccccc23)cc1	-5	-7	.	7	0	-2	3	-2
C[C@H]1CCCCO[C@H](CN(C)C(=O)c2ccncc2)[C@@H](C)CN([C@@H](C)CO)C(=O)c2cc(NC(=O)c3ccccc3)ccc2O1	5	-4	0.1	-3	-1	-4	-6	5
O=C(NCCCN1CCOCC1)C(C(=O)c1ccccc1)n1ccccc1=O (stereo unspecified)	-16	.	.	.	.	1	10	-1
CC(=O)Oc1ccc(N2C(=O)[C@@H]3[C@H](C2=O)[C@H]2c4ccccc4C=NN2[C@@H]3C(C)=O)cc1	-4	-25	4.8	5	4	.	0	.
Cc1noc(C)c1C(=O)Nc1sccc1C(N)=O	-12	-48	.	-7	13	-3	.	.
Cc1ccc(S(=O)(=O)NCC2NCCc3ccccc32)cc1 (stereo unspecified)	13	-33	-3.3	0	0	-12	-9	-5
CSc1ccc(C2CC(=O)Nc3nc(SC)[nH]c(=O)c32)cc1 (stereo unspecified)	.	-15	.	-2	-2	.	5	.
C[C@@H]1CN([C@@H](C)CO)C(=O)c2cc(NS(=O)(=O)c3ccc(F)cc3)ccc2O[C@H]1CN(C)Cc1ccc(-c2ccccc2)cc1	0	10	-0.2	-1	-1	2	-1	-1
CCC(C)(C)n1nnnc1C(c1ccc(O)c(OC)c1)N1CCN(c2nc3ccccc3s2)CC1 (stereo unspecified)	1	.	.	.	.	-2	3	-9
Cc1ccc(CNC(=O)Nc2cccs2)cc1	54*	.	.	.	.	0	2	0
C[C@H](CO)N1C[C@H](C)[C@@H](CN(C)C(=O)Nc2cccc3ccccc23)OCCCC[C@H](C)Oc2ccc(NS(=O)(=O)c3ccc(Cl)cc3)cc2C1=O	8	-12	.	5	0	-2	7	1
COc1cc(C2OC(c3cc(OC)c(OC)c(OC)c3)C(C)C2C)cc(OC)c1OC (stereo unspecified)	1	-4	.	0	-4	11	-1	-6
Cn1cccc1C(=O)NC(=O)CSc1nc2ccccc2s1	2	.	.	.	.	-7	-3	-13
O=C(Cc1ccccn1)NCC[C@H]1CC[C@H](NC(=O)Nc2ccc(Cl)cc2)[C@H](CO)O1	-4	-13	-0.2	-2	2	4	-1	0
Cn1cnnc1Sc1cc(N2CCN(S(=O)(=O)c3ccc(Cl)c(Cl)c3)CC2)ccc1[N+](=O)[O-]	-8	.	.	.	.	6	-7	-2
CCOC(=O)c1cnc2[nH]c3ccccc3n2c1=O	.	-17	.	-3	9	.	1	.
CSc1ccccc1NC(=O)CN1CC(C)OC(C)C1 (stereo unspecified)	6	-1	1.6	-3	0	.	-4	.
Cc1cc2c(=O)n(C)c(SCC(=O)c3cc4ccccc4o3)nc2s1	-5	.	.	.	.	7	-3	1
O=C(O)/C=C/C(=O)OC1CC2CCC1C2 (stereo unspecified)	.	-6	.	-5	7	.	-1	.
Cc1cccc(NC2=C(Cl)C(=O)OC2NC(=O)c2ccccc2)c1 (stereo unspecified)	-7	.	.	.	.	1	-1	0
CC1CN(C(=O)c2ccccc2)c2ccccc2NC1=O (stereo unspecified)	-6	.	.	.	.	-5	-3	-3
C[C@@H]1CCCCO[C@@H](CN(C)C)[C@@H](C)CN([C@@H](C)CO)C(=O)c2cc(NC(=O)Nc3ccc(F)cc3)ccc2O1	-3	-3	0.2	1	-5	5	1	3

Some values from the results shown:
Under RAD52 inh, O=C(O)/C=C/C(=O)OC1CC2CCC1C2 (stereo unspecified) shows -6
Under esBAF inh, C[C@H]1CCCCO[C@H](CN(C)C(=O)c2ccncc2)[C@@H](C)CN([C@@H](C)CO)C(=O)c2cc(NC(=O)c3ccccc3)ccc2O1 shows 5
Under RAD52 inh, CC(=O)Oc1ccc(N2C(=O)[C@@H]3[C@H](C2=O)[C@H]2c4ccccc4C=NN2[C@@H]3C(C)=O)cc1 shows -25

(continued)
SMILES	esBAF inh	RAD52 inh	E-selectin induc	ERp5 block	CASP6 VEID inh	RAD54 inh	ARNT-TACC3 inh	PglD inh
CC(C)N(C(=O)CN1CCN(S(=O)(=O)c2ccc(Br)s2)CC1)C(C)C	5	-1	.	5	-2	-4	.	3
COCCN1CCn2c(nc3cc([N+](=O)[O-])ccc32)C1	.	4	-0.3	-1	-4	.	-1	.
Cc1ccc(/C=N/NC(=O)c2cccnc2)o1	.	-17	.	16	4	.	1	.
CCN(CC)S(=O)(=O)c1cc(NC(=O)CNc2c(C)n(C)n(-c3ccccc3)c2=O)ccc1C	-6	-2	-1.4	-4	9	3	2	-1
CCCCn1c(CCl)nc2cc(S(=O)(=O)N3CCOCC3)ccc21	-3	-8	.	5	1	7	13	-5
CCCCN1C(=O)Cc2c1nc(N)c1c(N)nc(N(CCC)CCC)c(C#N)c21	-2	.	.	.	.	-1	40	3
O=C(NCCCn1ccnc1)c1noc2c1CCCC2	0	.	.	.	.	-6	-1	-2
CC1(C)Cc2c(sc3[nH]c(=O)n(CC(=O)NCC4CCCO4)c(=O)c23)CO1 (stereo unspecified)	-2	-10	.	13	-2	-3	-6	5
CN1CCN(c2ccccc2NC(=O)Cc2cn(C)c3ccccc23)CC1	-53	1	0.2	-1	0	-9	3	1
C[C@@H]1CN([C@H](C)CO)C(=O)Cc2cc(NS(=O)(=O)c3cccs3)ccc2O[C@@H]1CN(C)C	0	2	-14	-4	0	5	-5	-17
Cc1ccc(NC(=O)CSc2cccc[n+]2[O-])c([N+](=O)[O-])c1	2	7	-0.1	14	-3	.	-4	.
O=C(NCc1ccccc1)c1cc(C2CCCCN2C(=O)CCCc2ccccc2)on1 (stereo unspecified)	-5	-6	0.0	5	0	2	.	2
COc1ccc(NC(=O)CSc2nnc(CC(=O)Nc3ccc(F)cc3)n2C)cc1	1	-12	.	1	.	.	-1	.
CCCCCCCNC1=CC(=O)CC(c2ccco2)C1 (stereo unspecified)	-32	.	.	.	.	4	-5	0
O=C(COC(=O)c1ccc(Cl)cc1Cl)Nc1cccc(S(=O)(=O)NC2=NCCC2)c1	7	-25	-0.8	1	-3	-8	-5	5
CN(Cc1ccccc1)C(=O)CCCn1c(=O)c2cccn2c2cccnc21	15	-21	.	1	-1	-9	1	1
CN1c2ccc(-c3ccccc3)cc2[C@H]2[C@H](CCN2S(=O)(=O)c2ccccc2F)[C@H]1CO	-1	-2	-0.5	1	0	0	-2	-1
COc1ccccc1N(CC(=O)NCCc1ccccc1)S(C)(=O)=O	7	4	.	3	-7	-6	-6	-4
Cc1ccc(NC(=O)C2CCCN(S(=O)(=O)c3cnc[nH]3)C2)cc1F (stereo unspecified)	-5	-3	.	-6	1	13	-6	2
C[C@H]1CN([C@@H](C)CO)C(=O)Cc2cc(NC(=O)Nc3cccc4ccccc34)ccc2O[C@@H]1CN(C)C(=O)Nc1ccc(C(F)(F)F)cc1	-3	12	55*	1	1	2	-4	2
O=C(NCCCN1CCOCC1)C1CC(=O)N(CCc2ccccc2)C1 (stereo unspecified)	-6	.	.	.	.	-1	-4	3
COc1ccc(S(=O)(=O)Nc2ccc3c(c2)C(=O)N([C@@H](C)CO)C[C@@H](C)[C@H](CN(C)C(=O)Nc2ccc(F)cc2)OCCCC[C@@H](C)O3)cc1	5	21	-0.1	-3	2	0	-13	-4

Compound activity from PubChem BioAssay.
